Mdm2 ligase inh: MDM2-luciferase reporter signal enhancers, primary screen, MDM2 E3 ligase inhibitor project, cell-based, luminescence, 1536-well; E3 ubiquitin-protein ligase Mdm2 (Homo sapiens), Q00987; 0.11% of 210,000 active; signal enhancement, % at 5 µM; cell-based MDM2 ubiquitination luciferase reporter, 2 h; 0 = plate control, 100 = twice control, blank-subtracted;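 active means signal enhancement of 30% or more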;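 further: luminescence tracks abundance of the self-degrading MDM2-luciferase fusion protein; higher signal means inhibition of MDM2 E3 ligase activity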
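Assay system: mammalian cells stably expressing self-ubiquitinating, self-degrading MDM2 E3–luciferase fusion. Quantity: 2000 cells in each well. Medium: DMEM culture medium. Compound dosing: single-point 5 µM. Timing: cell settling 4 h, compound treatment 2 h, both 37 °C. Technique: luciferase luminescence. Read-out basis: percent signal gain over controls, blank-subtracted. Benchmarks: plate controls and plate blanks.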
p97 ATPase inh: inhibitors of human p97 ATPase, primary screen, biochemical. 0.42% of 220,000 active. inhibition, % at 8 µM. recombinant p97 ATPase, Kinase-Glo ATP luminescence, 3 h. Transitional endoplasmic reticulum ATPase (Homo sapiens), P55072; in the data active means inhibition above about 15%;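 further: 0% = DMSO vehicle and 100% = wells lacking enzyme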
Runt-CBFb FRET: inhibitors of RUNX1 Runt–CBFb binding, primary screen, biochemical, FRET, Cerulean-Runt, Venus-CBFb, uHTS; Cerulean-Runt/Venus-CBFb FRET ratio 530/480, 1 h; 0.46% of 220,000 active; inhibition, % at 20 µM; Runt-related transcription factor 1 (Homo sapiens) + Core-binding factor subunit beta …;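 active means inhibition over about 50% at 20 µM in the single-dose screen, limit read from the data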;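 further: 0% = DMSO wells and 100% = excess unlabeled CBFb competitor control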
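Measured by: fluorescence energy transfer, 422 nm excitation, 530/480 nm emission; test system: Cerulean-tagged RUNX1 Runt domain (FRET donor) fusion protein; buffer or medium: Tris pH 7.5 buffer with BSA; compound: one dose, 20 µM compound, 1% DMSO; times: two 1 h room-temperature incubations shielded from light; benchmarks: unlabeled CBFb 5 µM, positive control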
RBBP9 inh: human RBBP9 inhibitors, primary screen, biochemical, fluorescence polarization, FP-Rh probe, HTS; inhibition, % at 7.94 µM; Serine hydrolase RBBP9 (Homo sapiens), O75884; 0.2% of 220,000 active; recombinant RBBP9;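 active means inhibition above the campaign mean of all tested compounds plus 3 SD, cut at about 14% in these data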;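 further: plate controls were DMSO wells with RBBP9 for no effect and wells lacking RBBP9 protein for full effect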
Target sequence (O75884 whole entry, looked up): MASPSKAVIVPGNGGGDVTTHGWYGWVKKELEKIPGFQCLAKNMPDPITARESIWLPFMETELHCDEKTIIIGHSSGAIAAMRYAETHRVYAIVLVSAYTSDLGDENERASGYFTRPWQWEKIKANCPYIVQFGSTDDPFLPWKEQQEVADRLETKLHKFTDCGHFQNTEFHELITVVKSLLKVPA
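System: RBBP9 protein / Quantity: 2.5 µM RBBP9 dispensing solution, before mixing / Also added: Serine-hydrolase probe FP-Rh, 375 nM pre-mixing / Dosing: 7.94 µM single dose, 0.794% DMSO / Timing: enzyme-compound preincubation 30 min, then probe labeling 45 min, 25 °C / Signal: FP readout at 525/598 nm / Controls: DMSO-treated enzyme wells and wells lacking RBBP9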
Hck Nef HTS: inhibitors of Nef-activated human Hck kinase, primary screen, biochemical, Z-Lyte FRET, 384-well, Hck-YEEI; 0.68% of 220,000 active; AID 463187, 2010; inhibition, % at 20 µM; Recombinant Hck-YEEI plus Nef, Z-Lyte FRET kinase assay;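 active means Hck-Nef kinase inhibition above about 50%, limit read from the data; inactive means inhibition below that limit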;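 further: 0% = DMSO with Hck plus Nef and 100% = Hck alone without Nef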
Target sequence (P08631 whole entry, looked up): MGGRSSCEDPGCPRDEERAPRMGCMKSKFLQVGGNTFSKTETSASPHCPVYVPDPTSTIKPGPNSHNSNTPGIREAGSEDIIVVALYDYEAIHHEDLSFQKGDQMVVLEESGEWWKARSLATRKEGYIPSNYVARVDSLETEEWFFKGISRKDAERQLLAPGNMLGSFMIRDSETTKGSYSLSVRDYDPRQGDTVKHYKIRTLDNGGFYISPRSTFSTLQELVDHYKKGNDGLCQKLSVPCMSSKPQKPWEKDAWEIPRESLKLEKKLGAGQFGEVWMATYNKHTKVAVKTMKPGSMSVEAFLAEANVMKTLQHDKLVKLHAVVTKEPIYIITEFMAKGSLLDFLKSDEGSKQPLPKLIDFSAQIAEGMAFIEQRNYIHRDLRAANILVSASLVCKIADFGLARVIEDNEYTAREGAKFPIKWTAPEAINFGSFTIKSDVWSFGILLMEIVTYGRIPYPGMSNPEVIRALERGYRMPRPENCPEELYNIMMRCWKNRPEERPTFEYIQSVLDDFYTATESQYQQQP
NPY1 pot ag: NPY-Y1 receptor potentiators or agonists, primary screen, cell-based; activation, % at 3.6 µM; NPY-Y1 expressing cells, potentiator/agonist activation; 0.37% of 220,000 active; in the data active means activation above about 33%, passing the limit was not always enough;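 further: cells stimulated with NPY at EC10 then isoproterenol at EC100; 0% = low agonist plus stimulus and 100% = saturating agonist plus stimulus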
Target sequence (P25929 whole entry, looked up): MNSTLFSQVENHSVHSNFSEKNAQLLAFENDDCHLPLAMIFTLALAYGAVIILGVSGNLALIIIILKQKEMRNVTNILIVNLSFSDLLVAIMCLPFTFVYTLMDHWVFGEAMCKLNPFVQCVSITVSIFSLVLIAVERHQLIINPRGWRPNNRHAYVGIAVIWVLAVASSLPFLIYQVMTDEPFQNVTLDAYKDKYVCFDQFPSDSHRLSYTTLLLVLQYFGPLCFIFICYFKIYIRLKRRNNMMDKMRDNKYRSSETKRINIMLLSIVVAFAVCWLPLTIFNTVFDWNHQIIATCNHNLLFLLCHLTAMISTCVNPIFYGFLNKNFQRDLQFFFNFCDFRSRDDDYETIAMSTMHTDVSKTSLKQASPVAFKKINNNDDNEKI
Runt-SMMHC FRET: inhibitors of RUNX1 Runt–CBFb-SMMHC binding, primary screen, biochemical, FRET, Cerulean-Runt, Venus-CBFb-SMMHC, uHTS; Runt-related transcription factor 1 (Homo sapiens) + Core-binding factor subunit beta …; Cerulean-Runt/Venus-CBFb-SMMHC FRET ratio 530/480, 1 h; inhibition, % at 20 µM; 0.74% of 220,000 active; AID 1434, 2008;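 active means mean inhibition across duplicate retests at 20 µM reaching about 50%, limit read from the data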;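 further: 0% = DMSO wells and 100% = wells with excess untagged CBFb-SMMHC; inhibitors lower the FRET ratio by blocking Runt binding to CBFb-SMMHC; some results filed as inactive read as strong as hits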
NPY-Y2 PAM-ag: NPY-Y2 potentiators or agonists, primary screen, cell-based; cells expressing NPY-Y2, potentiator/agonist read-out; Neuropeptide Y receptor type 2 (Homo sapiens), P49146; AID 1359, 2008; activation, % at 3.6 µM; 0.45% of 220,000 active; in the data active means activation above about 27%;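 further: cells stimulated with NPY near EC25 plus isoproterenol at EC100; 0% = vehicle plus submaximal agonist and 100% = vehicle plus saturating agonist; some results beyond the cut were filed as inactive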
NPY-Y1 antag: NPY-Y1 receptor antagonists, primary screen, cell-based; Neuropeptide Y receptor type 1 (Homo sapiens), P25929; HEK293-CNG Y1 cells, membrane potential fluorescence; NPY at EC95, then isoproterenol; inhibition, % at 3.6 µM; 1% of 200,000 active;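 active means inhibition above the campaign mean inhibition of all tested compounds plus 3 SD, cut at about 20% in these data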;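 further: 0% = DMSO wells given NPY plus isoproterenol and 100% = isoproterenol alone without NPY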
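Material: HEK293 cells with Y1 receptor plus CNG channel; times: compound incubation 1 h at room temperature, readout 45 min post-stimulation; signal: fluorescence, membrane potential probe; read-out basis: fluorescence ratio normalized to % inhibition between controls; benchmarks: full-block control isoproterenol-only wells, zero-block control NPY plus isoproterenol wells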
* = called active by the depositor.

CNC(=O)CN(C)S(=O)(=O)c1ccc(F)cc1 was read as Mdm2 ligase inh -11, p97 ATPase inh 0, Runt-CBFb FRET 1, RBBP9 inh -6, Hck Nef HTS -1, NPY1 pot ag 10, Runt-SMMHC FRET 4, NPY-Y2 PAM-ag 6 and NPY-Y1 antag -3.
Screening Clc1ccc2nc(-c3ccc4c(c3)OCO4)cn2c1 returned Mdm2 ligase inh -79, p97 ATPase inh -10, Runt-CBFb FRET 0, RBBP9 inh 4, Hck Nef HTS -5, NPY1 pot ag -7, Runt-SMMHC FRET -3, NPY-Y2 PAM-ag -24 and NPY-Y1 antag 4.
Screening O=C(CN1C(=O)NC2(CCCCCCC2)C1=O)N1CCc2ccccc2C1 returned Mdm2 ligase inh -11, p97 ATPase inh 3, Runt-CBFb FRET 3, RBBP9 inh -6, Hck Nef HTS 1, NPY1 pot ag 4, Runt-SMMHC FRET 1, NPY-Y2 PAM-ag -10 and NPY-Y1 antag -1.
For O=C(c1ccccc1)N(Cc1nc2ccccc2c(=O)[nH]1)C1CCCC1 the results were Mdm2 ligase inh 1, p97 ATPase inh -3, Runt-CBFb FRET -2, RBBP9 inh -6, Hck Nef HTS 14, NPY1 pot ag -28, Runt-SMMHC FRET 2, NPY-Y2 PAM-ag -6 and NPY-Y1 antag 0.
Screening O=C(CCN1C(=O)C2CC=C(Cl)CC2C1=O)NCc1ccccc1 (centres undefined) returned Mdm2 ligase inh -1, p97 ATPase inh 2, Runt-CBFb FRET -1, RBBP9 inh -4, Hck Nef HTS 9, NPY1 pot ag 6, Runt-SMMHC FRET 2, NPY-Y2 PAM-ag 13 and NPY-Y1 antag -6.
`COC(=O)CN(c1ccccn1)S(=O)(=O)c1ccccc1` gave Mdm2 ligase inh 3, p97 ATPase inh 3, Runt-CBFb FRET -1, RBBP9 inh -3, Hck Nef HTS 1, NPY1 pot ag 13, Runt-SMMHC FRET -6, NPY-Y2 PAM-ag -1 and NPY-Y1 antag -13.
Screening CCc1ccc(C(=O)CSc2n[nH]c(-c3ccncc3)n2)cc1 returned Mdm2 ligase inh -20, p97 ATPase inh -5, Runt-CBFb FRET 1, RBBP9 inh -7, Hck Nef HTS -1, NPY1 pot ag -23, Runt-SMMHC FRET 3, NPY-Y2 PAM-ag -2 and NPY-Y1 antag 1.
For COc1ccc(N2CCN(C(=O)CCNS(=O)(=O)c3ccc(Br)s3)CC2)cc1 the results were Mdm2 ligase inh -12, p97 ATPase inh -7, Runt-CBFb FRET 0, RBBP9 inh -5, Hck Nef HTS -1, NPY1 pot ag -16, Runt-SMMHC FRET 1, NPY-Y2 PAM-ag -17 and NPY-Y1 antag -1.
`CC1=NCCN1S(=O)(=O)c1ccc(Br)c(C)c1` gave Mdm2 ligase inh -15, p97 ATPase inh 3, Runt-CBFb FRET -2, RBBP9 inh -3, Hck Nef HTS -3, NPY1 pot ag 10, Runt-SMMHC FRET -9, NPY-Y2 PAM-ag -6 and NPY-Y1 antag -6.
CCOc1ccc2nc(SCC(=O)NC3CCCc4ccccc43)sc2c1 (centres undefined) was read as Mdm2 ligase inh 1, p97 ATPase inh 4, Runt-CBFb FRET 0, RBBP9 inh -4, Hck Nef HTS 6, NPY1 pot ag -3, Runt-SMMHC FRET 5, NPY-Y2 PAM-ag 5 and NPY-Y1 antag 2.
Cc1nc(Nc2cccc(C(C)O)c2)c2nnn(Cc3ccccc3F)c2n1 (centres undefined) was read as Mdm2 ligase inh -2, p97 ATPase inh -5, Runt-CBFb FRET -4, RBBP9 inh -2, Hck Nef HTS 21, NPY1 pot ag -4, Runt-SMMHC FRET 2, NPY-Y2 PAM-ag -7 and NPY-Y1 antag 1.
`Cc1ccc(-c2nc3ccc([N+](=O)[O-])cc3[nH]2)cc1` gave Mdm2 ligase inh -73, p97 ATPase inh 1, Runt-CBFb FRET 0, RBBP9 inh -10, Hck Nef HTS 22, NPY1 pot ag 4, Runt-SMMHC FRET 1, NPY-Y2 PAM-ag 6 and NPY-Y1 antag 5.
CC1CN(Cc2nc3c(c(=O)n(C)c(=O)n3C)n2CCCO)CC(C)O1 (centres undefined) was read as Mdm2 ligase inh -18, p97 ATPase inh 1, Runt-CBFb FRET -1, RBBP9 inh -2, Hck Nef HTS 1, NPY1 pot ag 17, Runt-SMMHC FRET 0, NPY-Y2 PAM-ag 15 and NPY-Y1 antag 2.
For CC(C)N1C(=O)CC(Nc2cccc3cccc(N)c23)C1=O (centres undefined) the results were Mdm2 ligase inh -14, p97 ATPase inh 18*, Runt-CBFb FRET -10, RBBP9 inh 14, Hck Nef HTS -12, NPY1 pot ag -18, Runt-SMMHC FRET -19, NPY-Y2 PAM-ag -19 and NPY-Y1 antag -2.
Screening Cc1ccc(-c2cc(-c3ccco3)c3c(N)c(C(=O)NN)oc3n2)cc1 returned Mdm2 ligase inh -9, p97 ATPase inh 14, Runt-CBFb FRET -115, RBBP9 inh 14, Hck Nef HTS -29, NPY1 pot ag -4, Runt-SMMHC FRET -22 and NPY-Y2 PAM-ag 5.
Screening CN(c1ccc([N+](=O)[O-])cc1C(=O)Nc1ccccc1)C1CCCCC1 returned Mdm2 ligase inh 4, p97 ATPase inh 4, Runt-CBFb FRET -4, RBBP9 inh -2, Hck Nef HTS 2, NPY1 pot ag 13, Runt-SMMHC FRET -3, NPY-Y2 PAM-ag -1 and NPY-Y1 antag 1.
COC(=O)c1cn(CC(=O)N2CCCCCC2)c2ccccc12 was read as Mdm2 ligase inh 15, p97 ATPase inh -2, Runt-CBFb FRET -2, RBBP9 inh -4, Hck Nef HTS -8, NPY1 pot ag -23, Runt-SMMHC FRET -3, NPY-Y2 PAM-ag -7 and NPY-Y1 antag 0.
`Cc1ccc(F)cc1NC(=O)Cc1ncc(C(F)(F)F)cc1Cl` gave Mdm2 ligase inh -5, p97 ATPase inh -8, Runt-CBFb FRET 0, RBBP9 inh -10, Hck Nef HTS -2, NPY1 pot ag -15, Runt-SMMHC FRET 1, NPY-Y2 PAM-ag 1 and NPY-Y1 antag 5.
`Cc1cc(=O)oc2cc(OCC(=O)OC(C)C(=O)NC3CCCC3)ccc12` (centres undefined) gave Mdm2 ligase inh -11, p97 ATPase inh 0, Runt-CBFb FRET 2, RBBP9 inh -11, Hck Nef HTS -33, NPY1 pot ag -12, Runt-SMMHC FRET -4, NPY-Y2 PAM-ag 4 and NPY-Y1 antag 1.
Screening CC(=O)c1cc(CC=C(C)C)c(O)cc1O returned Mdm2 ligase inh -13, p97 ATPase inh 7, Runt-CBFb FRET -3, RBBP9 inh -9, Hck Nef HTS -3, NPY1 pot ag 6, Runt-SMMHC FRET 1, NPY-Y2 PAM-ag -8 and NPY-Y1 antag -3.

Overlap with the part before: 2 entries, followed by the next part.
`Cc1cc(=O)oc2cc(OCC(=O)OC(C)C(=O)NC3CCCC3)ccc12` (centres undefined) gave Mdm2 ligase inh -11, p97 ATPase inh 0, Runt-CBFb FRET 2, RBBP9 inh -11, Hck Nef HTS -33, NPY1 pot ag -12, Runt-SMMHC FRET -4, NPY-Y2 PAM-ag 4 and NPY-Y1 antag 1.
Screening CC(=O)c1cc(CC=C(C)C)c(O)cc1O returned Mdm2 ligase inh -13, p97 ATPase inh 7, Runt-CBFb FRET -3, RBBP9 inh -9, Hck Nef HTS -3, NPY1 pot ag 6, Runt-SMMHC FRET 1, NPY-Y2 PAM-ag -8 and NPY-Y1 antag -3.
Screening Cc1cc(NC(=O)CSc2ccc3nnc(CCNS(=O)(=O)c4ccccc4)n3n2)no1 returned Mdm2 ligase inh 3, p97 ATPase inh -2, Runt-CBFb FRET -1, RBBP9 inh -5, Hck Nef HTS 9, NPY1 pot ag -9, Runt-SMMHC FRET 2, NPY-Y2 PAM-ag -8 and NPY-Y1 antag -5.
For O=C1NCCCCC1NS(=O)(=O)c1ccc(F)c(F)c1 (centres undefined) the results were Mdm2 ligase inh -5, p97 ATPase inh -4, Runt-CBFb FRET 0, RBBP9 inh -10, Hck Nef HTS 7, NPY1 pot ag 24, Runt-SMMHC FRET 3 and NPY-Y2 PAM-ag -3.
Screening CN=CC1=C(O)c2ccccc2C1=O returned Mdm2 ligase inh 7, p97 ATPase inh -1, Runt-CBFb FRET -1, RBBP9 inh -4, Hck Nef HTS 2, NPY1 pot ag 22, Runt-SMMHC FRET -7, NPY-Y2 PAM-ag -9 and NPY-Y1 antag 0.
CN(C)S(=O)(=O)Oc1ccsc1C(=O)Nc1ccc(Br)cc1 was read as Mdm2 ligase inh -6, p97 ATPase inh -2, Runt-CBFb FRET 1, RBBP9 inh -3, Hck Nef HTS 16, NPY1 pot ag 7, Runt-SMMHC FRET 0, NPY-Y2 PAM-ag 21 and NPY-Y1 antag 3.
`COc1cc2cc(C(c3nnnn3Cc3ccc(F)cc3)N3CCCCCC3)c(=O)[nH]c2cc1OC` (centres undefined) gave Mdm2 ligase inh -3, p97 ATPase inh 5, Runt-CBFb FRET -18, RBBP9 inh -4, Hck Nef HTS 4, NPY1 pot ag 0, Runt-SMMHC FRET -26, NPY-Y2 PAM-ag 10 and NPY-Y1 antag 4.
For Cc1[nH][nH]c(=O)c1C(c1ccc(-c2cccc(C(=O)O)c2)o1)c1c(C)[nH][nH]c1=O the results were Mdm2 ligase inh 2, p97 ATPase inh 19*, Runt-CBFb FRET 23, RBBP9 inh -6, Hck Nef HTS 24, NPY1 pot ag 1, Runt-SMMHC FRET 10, NPY-Y2 PAM-ag -7 and NPY-Y1 antag 2.

From PubChem
